Compound activity from PubChem BioAssay.
TMEM16A inh: blocks the mouse calcium-activated chloride channel TMEM16A; normalized B-score (activity score, 25-100; higher = stronger inhibition) at 10 µM; 310,000 tested, 1.2% active; HEK293 TMEM16A/YFP iodide influx fluorescence, ionomycin; Q8BHY3;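 active = ratio plate-corrected score three or more library SD toward inhibition, starting fluorescence score within five deviations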;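 also: score derived from kinetic fluorescence span divided by baseline fluorescence per well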
TRPC4 act: TRPC4 (mouse) channel activation; Q9QUQ5; HEK293 TRPC4beta/mu-opioid, Fluo4 calcium fluorescence; hits give high values; B-score at 10 µM; 310,000 tested, 0.49% active; AID 2237;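 active = B-score above 5 SD of library B-scores, and initial fluorescence ratio not above library mean plus 5 SD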;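 also: positive B-score marks a calcium rise read as TRPC4 activation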
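Assay system: HEK293 cells stably co-expressing mouse TRPC4beta and mu-opioid receptor / Timing: Fluo4 dye loading 45 min at room temperature, 110 s recording / Signal: Fluo4 calcium-sensitive dye fluorescence, kinetic, 1 Hz baseline / Read-out: integrated baseline-normalised fluorescence ratio, converted to per-well B score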
MrgX1 PAM: human MrgX1 positive allosteric modulation, primary screen | MrgX1-HEK293, Fluo-4 calcium flux, FDSS; hits give high values | B-score at 10 µM | 310,000 tested, 0.63% active;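 active = plate-corrected calcium response at least 3 library SD above typical, normal starting fluorescence, not activating the receptor alone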;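 also: compound read alongside a low EC10 to EC30 dose of BAM8-22 agonist; peak minus trough fluorescence over baseline measured at the second addition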
Target sequence (Q96LB2 whole entry, looked up): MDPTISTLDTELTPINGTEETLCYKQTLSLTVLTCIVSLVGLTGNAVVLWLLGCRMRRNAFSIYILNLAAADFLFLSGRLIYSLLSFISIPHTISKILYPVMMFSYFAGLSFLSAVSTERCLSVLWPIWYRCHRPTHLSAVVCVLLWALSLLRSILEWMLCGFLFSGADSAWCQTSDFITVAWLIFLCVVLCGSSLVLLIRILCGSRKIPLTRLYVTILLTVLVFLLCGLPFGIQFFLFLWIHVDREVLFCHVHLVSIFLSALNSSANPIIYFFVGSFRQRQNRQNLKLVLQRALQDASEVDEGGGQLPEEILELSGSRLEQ
MrgX1 antag: antagonists of human MrgX1 receptor; MRGX1-HEK293 calcium flux, Fluo-4, BAM8-22 antagonism; hits give low values; B-score at 10 µM; 310,000 tested, 1.3% active; AID 588676;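 active = calcium-response B-score plate-corrected more than 3 library SD below zero, starting fluorescence within 5 deviations, no agonist response on first addition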;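 also: peak minus trough fluorescence over baseline after final BAM8-22 challenge near maximal dose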
TRPC4 block: TRPC4 (mouse) channel inhibition | Q9QUQ5 | HEK293 TRPC4beta/mu-opioid, DAMGO-evoked Fluo4 calcium flux; hits give low values | B-score at 10 µM | 300,000 tested, 0.39% active | AID 2247;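 active = B-score over 3 SD under the library average, no early fluorescence shift, positive overall ratio signal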
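Material: HEK293 cells with stable TRPC4beta plus mu-opioid receptor expression / Probe or stimulus: DAMGO in two steps, submaximal then maximal / Compound: single concentration per test compound / Technique: kinetic Fluo4 fluorescence imaging of calcium influx / Read-out: per-well B score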
MrgX1 agonist: activates human MrgX1 receptor signaling | MrgX1-HEK293 cells, Fluo-4 calcium fluorescence, agonist mode; hits give high values | B-score at 10 µM | 310,000 tested, 0.44% active | AID 588627;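 active = calcium response B-score plate-corrected fluorescence ratio at least 3 library SD, with starting fluorescence B-score inside 5 SD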
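Test system: Stable human MrgX1 HEK293 cell line | Schedule: Overnight plating before 1 h dye loading | Read-out basis: Baseline-normalised fluorescence change ratio, B-scored | Detection: Kinetic calcium dye fluorescence, Fluo-4 NW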
TRPC4 potent: allosteric potentiators of mouse TRPC4 channel | 310,000 tested, 0.42% active | Q9QUQ5 | B-score at 10 µM | HEK293 TRPC4beta/mu-opioid, DAMGO EC20, Fluo-4 Ca2+ flux; hits give high values;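 active = B-score of calcium response area above 5 SD of library B-scores, with initial fluorescence ratio within 5 SD of library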;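 also: B-score of integrated fluorescence ratio over time as area under calcium response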
SKKanGAS inh: blocks kanamycin growth of S. pyogenes SKKanGAS strain; 300,000 tested, 1.3% active; inhibition, % at 7.5 µM; BacTiter-Glo, 6 h; AID 1662;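 active = mean replicate score, as percent of positive control median, at least 50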;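 also: strain carries kanamycin resistance gene driven by streptokinase promoter and grows in 40 µg/ml kanamycin; loss of luminescence reflects streptokinase promoter inhibition or plain growth inhibition; 0% = median of DMSO wells and 100% = positive control at its reference dose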
TRPC6 inhibitor: blocks the mouse TRPC6 cation channel. AID 2553. 310,000 tested, 1.1% active. HEK293-TRPC6, membrane potential dye, ACh-evoked depolarization; hits give low values. B-score at 10 µM;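 active = B-score under library mean minus 3 SD, initial fluorescence not abnormally high, positive integrated signal ratio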;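 also: B-score derived from integrated fluorescence ratio over the kinetic read; more negative B-score means stronger inhibition of depolarization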
TRPC6 activator: activates the mouse TRPC6 cation channel; Q61143; HEK293-TRPC6 membrane potential dye fluorescence; hits give high values; B-score at 10 µM; 310,000 tested, 0.13% active; AID 2550;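 active = B-score of the integrated fluorescence ratio above library mean plus 3 SD, and starting fluorescence ratio within library mean plus 5 SD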;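 also: higher score means more depolarization so channel activation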
TMEM16A act: activators or potentiators of mouse TMEM16A chloride channel; Q8BHY3; HEK293 TMEM16A/YFP-H148Q/I152L, iodide quench fluorescence; hits give low values; B-score at 10 µM; 340,000 tested, 0.3% active; AID 623877;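 active = fluorescence-ratio B-score plate-corrected deviation score at least 3 library SD below zero, with starting fluorescence score within 5 deviations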;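 also: channel opened by trigger with iodide after compound preincubation; score built on the fluorescence ratio of max minus min over baseline; more negative score means more quench and so TMEM16A activation or potentiation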
An asterisk follows results filed as active; i = inactive; . = no result given. Compounds as they come; about 6.7% have a hit in one of these screens.

SMILES | MrgX1 agonist | TMEM16A inh | MrgX1 antag | MrgX1 PAM | TRPC6 inhibitor | TRPC4 block | TRPC4 act | TRPC4 potent | TMEM16A act | SKKanGAS inh | TRPC6 activator
CCCN1C(=O)C2(C(C(=O)c3ccc(C)o3)=C(O)C(=O)N2CCCOC)c2ccccc21 (configuration not stated) | i | i | i | i | i | i | i | i | i | -1 | i
Cc1nc(C)c(-c2csc(Nc3ccc(O)c(C(=O)O)c3)n2)s1 | i | i | i | i | i | i | i | i | i | 4 | i
CCC(C)(C)c1ccc(Oc2ccc(NC(=O)COC(=O)C3=COCCO3)cc2)cc1 | i | i | i | i | i | i | i | i | i | 34 | i
Cc1ccc(C)c(C(=O)CCC(=O)NCc2ccc(Cl)cc2)c1 | i | i | i | i | i | i | i | i | i | 0 | i
Cc1ccc(F)cc1NC(=O)Cc1nn(C)c(=O)c2ccccc12 | i | 100* | i | i | i | i | i | i | i | -17 | i
COC(=O)N/N=C/c1cc(N=Nc2ccccc2)ccc1O | i | i | i | i | i | i | i | i | i | 26 | i
Cc1cc(C)c(C(=O)N(C)CC2CCCN(CCc3ccccc3F)C2)o1 (configuration not stated) | i | i | i | i | i | i | i | i | i | 14 | i
O=C(C1=C(O)C(=O)N(CCN2CCOCC2)C1c1cccc(O)c1)c1cc2ccccc2o1 (configuration not stated) | . | . | . | . | i | i | i | i | i | 1 | i
Cc1cc2ncn(/N=C/c3cc(Br)ccc3O)c2cc1C | . | . | . | . | i | i | i | i | . | 19 | i
Cc1ccc(-n2c(C)cc(C(=O)COC(=O)C3=NNC(=O)CC3)c2C)cc1 | i | i | i | i | i | i | i | i | i | -2 | i
COc1ccc(C2C(C(=O)NCc3ccccn3)CCC(=O)N2c2cc(OC)c(OC)c(OC)c2)cc1 (configuration not stated) | i | i | i | i | i | i | i | i | i | -2 | i
O=C(/C(=N/N=C/c1ccc(O)c(O)c1)c1ccccc1)c1ccccc1 | i | i | i | i | i | i | i | i | i | -28 | i
CNC(=O)/C(=C\c1ccc2c(c1)OCO2)NC(=O)c1ccc(Br)cc1 | i | i | i | i | i | i | i | i | i | -1 | i
CCOc1cc(/C=N/NC(=O)CSc2cccc3cccnc23)ccc1O | i | i | i | i | i | i | i | i | i | -7 | i
CCOc1cc(S(=O)(=O)N2CCN(c3ccc(F)cc3)CC2)c(OCC)cc1-n1cnnn1 | i | i | i | i | i | i | i | i | i | -2 | i
O=C(CCCc1ccccc1)NCCCc1ccccc1 | i | i | i | i | i | i | i | i | i | -6 | i
CC(C)CC(=O)Nc1cccc(-c2nc3ccccc3[nH]2)c1 | i | i | i | i | i | i | i | i | i | 0 | i
COc1ccc(C(C)C)cc1S(=O)(=O)Nc1ccncc1 | i | i | i | i | i | i | i | i | i | 1 | i
Cc1ccc(C(=O)Nc2nccs2)cc1S(=O)(=O)N1CCCCC1 | i | i | i | i | i | i | i | i | i | 10 | i
O=C(Nc1ccccc1C(=O)NCCCn1ccnc1)c1ccc(Cl)cc1Cl | i | i | i | i | i | i | i | i | i | -20 | i
Cc1ccc(C(=O)CNc2cc(C)ccc2C)cc1 | i | i | i | i | i | i | i | i | i | -1 | i
COc1cc(NC(=O)c2ccccc2Cl)ccc1NC(=O)c1cccs1 | i | i | i | i | i | i | i | i | i | -7 | i
CCOC(=O)c1c(NC(=O)c2ccco2)n(C2CCCCC2)c2nc3ccccc3nc12 | i | i | i | i | i | i | i | i | i | 7 | i
Cc1noc(C)c1COC(=O)[C@H](C)NS(=O)(=O)c1ccc(Cl)c(Cl)c1 | i | i | i | i | i | i | i | i | i | -1 | i
O=C(O)c1ccc(CSc2nnnn2C2CCCCC2)cc1 | i | i | i | i | i | i | i | i | i | -2 | i
Cc1ccc(Nc2nc(C)c3c(n2)CC(C)CC3=O)c(C)c1 (configuration not stated) | i | i | i | i | i | i | i | i | i | 8 | i
NS(=O)(=O)c1ccc(NC(=O)CSc2nc(Nc3ccccc3)nc(N3CCOCC3)n2)cc1 | i | i | i | i | i | i | i | i | i | 11 | i
Clc1ccc(CNc2ncccn2)cc1 | i | i | i | i | i | i | i | i | i | 1 | i
O=C(O)c1n[nH]nc1-c1ccccc1 | i | i | i | i | i | i | i | i | i | 3 | i
COc1ccc(OC)c(-c2csc(-c3cccs3)n2)c1 | i | i | i | i | i | i | i | i | i | -12 | i
CC(C)Oc1ccc(N2CC(C(=O)Nc3ccc(N4CCOCC4)cc3)CC2=O)cc1 (configuration not stated) | i | i | i | i | i | i | i | i | i | -2 | i
CC1CCC2(CC1)C(Nc1cccc(Cl)c1)=NC(=S)N2CC#N (configuration not stated) | i | i | i | 8.3* | i | i | i | i | i | -4 | i
CC1CCN(c2ccc(-c3cccs3)nn2)CC1 | i | i | i | i | i | i | i | i | i | 14 | i
COCc1nnc(NC(=O)c2cc(C(=O)OC)cc([N+](=O)[O-])c2)s1 | i | i | i | i | i | i | i | i | i | 2 | i
COc1ccc(CNC(=O)C(=O)NCC2OCCCN2S(=O)(=O)c2cccs2)cc1 (configuration not stated) | i | i | i | i | i | i | i | i | i | 0 | i
Cc1nnc(SCC(=O)Nc2ccc3c(c2)OCCO3)n1CC1CCCO1 (configuration not stated) | i | i | i | i | i | i | i | i | i | 0 | i
O=C(NCCCN1CCCCCC1)C1CC(=O)N(C2CCCC2)C1 (configuration not stated) | i | i | i | i | i | i | i | i | i | 4 | i
CC(C)NS(=O)(=O)c1ccc(OCC(=O)Nc2ccc3c(c2)OCCO3)cc1 | i | i | i | i | i | i | i | i | i | -3 | i
COC(=O)c1sc(NC(=O)CSc2nnnn2-c2cccc(OC)c2)nc1C | i | i | i | i | i | i | i | i | i | 5 | i
COc1cc2c(cc1OC)-c1nncn1C(C)(C)C2 | i | i | i | i | i | i | i | i | i | -4 | i
Cc1ncc(CO)c(CNc2ccc(Oc3ccccc3)cc2)c1O | i | i | i | i | i | i | i | i | i | -11 | i
CC1CCCc2sc3nc(N4CCN(CCO)CC4)n4ncnc4c3c21 (configuration not stated) | i | i | i | i | i | i | i | i | i | 4 | i
Cc1ccc(C)c(CN2CCN(c3ncccn3)CC2)c1 | i | i | i | i | i | i | i | i | i | -8 | i
O=C(NC1CSCC1OC(=O)c1ccccc1)c1ccccc1 (configuration not stated) | i | i | i | i | i | i | i | i | i | -4 | i
CCOC(=O)C[C@H]1c2ccccc2S(=O)(=O)N1Cc1cccc(C(F)(F)F)c1 | i | i | i | i | i | i | i | i | i | 3 | i
COc1ccc(CC(C(=O)Nc2cc(C)ccc2C)/C(N)=N/O)cc1 (configuration not stated) | i | i | i | i | i | i | i | i | i | -11 | i
Cc1c(C(=O)N2CCN(c3ccc(C(F)(F)F)cn3)CC2)oc2ccccc12 | i | i | i | i | i | i | i | i | i | 22 | i
CCOC(=O)N1CCN(C(=O)CSc2nnc(Cc3ccccc3)o2)CC1 | i | i | i | i | i | i | i | i | i | -1 | i
CCC(C)(C)C1CCc2c(sc(NC(=O)c3ccoc3C)c2C(N)=O)C1 (configuration not stated) | i | i | i | i | i | i | i | i | i | -6 | i
CC(C)(C)c1[nH]nc2c1C(c1ccncc1)C(C#N)=C(N)O2 (configuration not stated) | i | i | i | i | i | i | i | i | i | 6 | i

Later entries
SMILES | MrgX1 agonist | TMEM16A inh | MrgX1 antag | MrgX1 PAM | TRPC6 inhibitor | TRPC4 block | TRPC4 act | TRPC4 potent | TMEM16A act | SKKanGAS inh | TRPC6 activator
O=C(NCCc1c[nH]c2ccccc12)C(F)(F)C(F)F | i | i | i | i | i | i | i | i | i | -6 | i
Cc1[nH]c2ccccc2c1C(=O)CN1C(=O)NC2(CC(C)CC(C)(C)C2)C1=O (configuration not stated) | i | i | i | i | i | i | i | i | i | -8 | i
CCCc1nc2ccccc2c(=O)n1N | i | i | i | i | i | i | i | i | i | -2 | i
CC(=O)c1ccc(Nc2nc(C)cc(C)n2)cc1 | i | i | i | i | i | i | i | i | i | -7 | i
COc1ccc(N(C(=O)c2ccco2)C(C(=O)NC2CCCC2)c2cccs2)cc1OC (configuration not stated) | i | i | i | i | i | i | i | i | i | -1 | i
O=C(c1ccc(N2CCN(C(=O)c3ccccc3Br)CC2)cc1)c1cccc(F)c1 | i | 100* | i | i | i | i | i | i | i | 3 | i
CCOc1ccc(NC(=O)C2CCN(C(=O)NCc3ccccc3)CC2)cc1 | i | i | i | i | i | i | i | i | i | -1 | i
Cc1[nH]c2ccccc2c1CCO | i | i | i | i | i | i | i | i | i | -1 | i
CCCn1c(N2CCN(C(=O)N3CCCCC3)CC2)nc2ccccc21 | i | i | -6.2* | i | i | i | i | i | i | -4 | i
NC(=O)c1ccc(N2CCC(C(N)=O)CC2)c([N+](=O)[O-])c1 | i | i | i | i | i | i | i | i | i | 0 | i
C=CCOc1ccc(/C(O)=C2\C(=O)C(=O)N(CCN(C)C)C2c2cccs2)cc1 (configuration not stated) | i | i | i | i | i | i | i | i | i | 1 | i
COC(=O)N1c2ccccc2CCc2ccccc21 | i | i | i | i | i | i | i | i | i | 1 | i
COC(=O)c1ccc(-c2noc(CN(Cc3ccncc3)CC3CCCO3)n2)cc1 (configuration not stated) | i | i | i | i | i | i | i | i | i | 11 | i
CCCCC(=O)NNC(=O)N1c2ccccc2Sc2ccccc21 | i | i | i | i | i | i | i | i | i | 4 | i
CN(C)S(=O)(=O)c1ccc(C(=O)NCC(=O)N/N=C/c2ccco2)cc1 | i | i | i | i | i | i | i | i | i | -8 | i
CCCCN(C)S(=O)(=O)c1ccc(C(=O)N=c2sc3cc(NC(C)=O)ccc3n2C)cc1 | i | i | i | i | i | i | i | i | i | -1 | i
CCCCn1c2c(c(=N)c3c1CCC3)CCC2 | i | i | i | i | . | . | . | . | i | . | .
